EphB4 antag – blocks human EphB4 binding to ephrin-B2; P54760; EphB4 LBD / TNYL-RAW-Alexa532 peptide, fluorescence polarization; inhibition, % at 7 µM; actives 0.15% (n = 97,000); AID 720;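 active = inhibition above the screen-wide mean inhibition plus 3 SD, cut at about 15% in these data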;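 also: 0% = DMSO wells and 100% = excess unlabeled TNYL-RAW peptide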
CYP2C19 activ – cytochrome P450 2C19 (human) activation; activation factor at 5 µM; recombinant CYP2C19, luciferin-H EGE luminescence; stronger effect = higher value; 0 = fully inhibited enzyme, 1 = untreated enzyme; 96,000 tested, under 10 active; P33261; AID 1025;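 active = activation factor of at least 2 at 5 µM in the primary screen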;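 also: 0 = wells with 2.5 mM tranylcypromine and 1 = vehicle-only wells; values of inactives mirror those of a sister screen read the other way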
Target sequence (P33261 whole entry, looked up): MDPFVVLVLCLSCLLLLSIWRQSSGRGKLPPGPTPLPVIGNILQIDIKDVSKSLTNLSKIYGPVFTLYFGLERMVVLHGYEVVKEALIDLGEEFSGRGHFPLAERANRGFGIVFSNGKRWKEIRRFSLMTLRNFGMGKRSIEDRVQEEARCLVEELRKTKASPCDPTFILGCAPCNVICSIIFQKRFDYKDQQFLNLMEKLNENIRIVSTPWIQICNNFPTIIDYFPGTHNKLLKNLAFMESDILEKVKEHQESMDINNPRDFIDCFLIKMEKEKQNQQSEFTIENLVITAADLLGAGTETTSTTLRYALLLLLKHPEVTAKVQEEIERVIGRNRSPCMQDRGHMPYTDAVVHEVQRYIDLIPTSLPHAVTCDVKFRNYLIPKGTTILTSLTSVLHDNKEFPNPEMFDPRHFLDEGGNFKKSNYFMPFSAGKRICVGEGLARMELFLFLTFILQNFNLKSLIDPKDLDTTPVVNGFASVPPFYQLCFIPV
CYP2C19 inh – human CYP2C19 inhibition. P33261. CYP2C19 Supersomes, luciferin-H EGE luminescence, 30 min. inhibition, % at 5 µM. actives 21% (n = 96,000);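 active = CYP2C19 inhibition above a set limit at 5 µM in the primary screen, cut at about 50% in these data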;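 also: plate controls were negative control wells for no effect and 2.5 mM tranylcypromine positive control for full effect; values of inactives mirror those of a sister screen read the other way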
PLAP act – activates human placental alkaline phosphatase; purified PLAP enzyme, luminescent substrate read-out; stronger effect = higher value; AID 696; P05187; actives 1.2% (n = 96,000); activation fold at 20 µM; in the data active = activation fold above about 2
CYP2C9 inh – inhibitors of human CYP2C9 | P11712 | CYP2C9 Supersomes, luciferin-H conversion, luminescence | inhibition, % at 5 µM | actives 20% (n = 96,000) | AID 777;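 active = blocking of liver enzyme CYP2C9 beyond about 50% at 5 µM, limit read from the data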; also: values of inactives mirror those of a sister screen read the other way
Target sequence (P11712 whole entry, looked up): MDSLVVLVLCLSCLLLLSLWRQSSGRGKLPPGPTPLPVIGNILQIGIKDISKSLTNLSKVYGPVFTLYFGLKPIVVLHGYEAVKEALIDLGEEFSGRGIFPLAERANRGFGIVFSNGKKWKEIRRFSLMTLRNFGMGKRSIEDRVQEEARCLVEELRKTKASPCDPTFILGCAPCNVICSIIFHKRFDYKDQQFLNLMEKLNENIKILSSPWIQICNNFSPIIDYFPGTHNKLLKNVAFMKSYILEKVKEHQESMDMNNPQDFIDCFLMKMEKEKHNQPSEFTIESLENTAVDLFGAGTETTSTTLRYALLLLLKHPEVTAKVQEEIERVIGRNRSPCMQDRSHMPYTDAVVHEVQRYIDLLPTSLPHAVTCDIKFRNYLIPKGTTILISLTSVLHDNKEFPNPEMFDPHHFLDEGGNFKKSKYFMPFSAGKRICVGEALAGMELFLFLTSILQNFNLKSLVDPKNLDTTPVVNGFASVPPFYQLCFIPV
E coli WT exp – growth inhibitors of E. coli BW25113 wild type | OD600 absorbance | AID 710 | actives 0.15% (n = 98,000) | growth inhibition, % at 100 µM;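 active = growth inhibition above about 50% at one test dose, limit read from the data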;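 also: growth measured after 20 h incubation at 37 °C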
CYP2C9 activ – activators of human CYP2C9. P11712. recombinant CYP2C9, luciferin-H conversion, luminescence; stronger effect = higher value; factor 1 = untreated enzyme, 0 = blocked. activation factor at 5 µM. actives 1.4% (n = 96,000). AID 1024;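 active = activation factor of 2 or more for CYP2C9 at a 5 µM dose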;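 also: 0 = sulfaphenazole-blocked wells and 1 = vehicle-only wells; values of inactives mirror those of a sister screen read the other way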
PTK2B oligo ant – antagonists of human Pyk2 oligomerization | Q293 cells, Pyk2 FERM NanoBiT luminescence; stronger effect = lower value | z-score (the deposit names both 25 µM and 10 µM) | actives 0.83% (n = 99,000) | AID 1347419;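 active = Z-score of -3 or lower, scaled per plate to the spread of control and sample wells; inactive = z-score above -3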;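 also: negative z-score means lost luminescence so less FERM oligomerization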
PostGolgi yeast – growth inhibition of a yeast mutant, post-Golgi transport screen; actives 0.9% (n = 98,000); post-Golgi transport phenotypic cell assay; inhibition, % at 10 µM; in the data active = inhibition above about 30%;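 also: yeast cells grown in 1536-well plates; yeast grown about 18 h at 30C before absorbance read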
* hit, by the source's call; x = not tested or not shown.

SMILES	EphB4 antag	CYP2C19 activ	CYP2C19 inh	PLAP act	CYP2C9 inh	E coli WT exp	CYP2C9 activ	PTK2B oligo ant	PostGolgi yeast
O=C(NCCCNC(=O)C(F)(F)C(F)F)C(F)(F)C(F)F	6.0	0.9	9.5	1	15.7	2.0	0.8	0.13	11.2
CCOC(=O)c1sc(NC(=O)CN(CC(C)C)CC(C)C)c(C(=O)OCC)c1C	4.6	0.7	34.7	1.3	62.2*	-17.0	0.4	-0.84	4.2
O=C1C2CC=C(Cl)CC2C(=O)N1CC1Cc2ccccc2CO1 (stereo not drawn)	2.0	0.9	14.5	1.3	14.1	-3.0	0.9	x	-5.2
Cc1nc2ccc(NC(=O)c3cccc(S(=O)(=O)N4CC(C)OC(C)C4)c3)cc2s1 (stereo not drawn)	-4.8	0.3	71.1*	1.6	66.2*	3.0	0.3	-1.8	1.1
N#C/C(=C(/O)CN1CCCCC1)c1nc(-c2ccc(Cl)cc2)cs1	-11.2	1.1	-5.5	1	23.7	-8.0	0.8	0.32	-22.6
CCCOC(=O)c1c(NC(=O)CSc2nc(-c3ccco3)cc(C(F)(F)F)n2)sc(C(=O)OC)c1C	4.7	0.8	22.1	1.5	69.5*	-20.0	0.3	0.91	0.3
CCC(=O)N1c2ccccc2NC2=C(C(=O)CCC2)C1c1ccc(N(C)C)cc1 (stereo not drawn)	-8.3	1.1	-5.0	1.2	-1.6	1.0	1	-0.63	-1.3
Nc1csnc1C(=O)O	x	1.1	-7.5	0.9	1.1	-5.0	1	1.31	-2.1
O=c1oc(-c2ccccc2[N+](=O)[O-])nc2ccccc12	1.5	1	-1.1	0.9	3.1	-6.0	1	0.8	-6.9
CCn1ccc(C(=O)Oc2ccc(Cl)cc2)n1	-4.7	0.7	30.5	0.9	30.3	10.0	0.7	1.45	-9.0
FC(F)(F)COc1nc(N2CCCCC2)nc(N2CCNCC2)n1	-3.5	1.1	-9.3	1	-4.2	-1.0	1	1.64	33.5*
Cc1c(N=Cc2c(O)n(Cc3ccco3)c(=O)c3ccccc23)c(=O)n(-c2ccccc2)n1C	4.0	0.4	56.1*	1.3	81.4*	x	0.2	-1.95	x
CC(=O)N1CCc2cc(S(=O)(=O)CCC(=O)NCc3cccs3)ccc21	-8.2	0.9	10.6	0.9	-13.1	9.0	1.1	1.42	2.4
c1ccc(N2CC[N+]3(CCCC3)CC2)nc1	5.5	1.1	-14.6	0.9	-13.1	2.0	1.1	0.32	-3.8
CN(C)c1ccc(N/C=C/C(=O)C(C)(C)C)cc1	1.9	1	3.5	0.9	32.0	-1.0	0.7	-0.99	5.3
C=CCn1c(Cc2cccs2)nnc1SCC(=O)c1ccc(F)cc1	3.1	0.1	93.0*	1.3	56.1*	2.0	0.4	1.01	4.9
COc1ccc(Cl)cc1NC(=O)CSc1nc(N2CCCCC2)nc(N2CCCCC2)n1	-0.7	0.8	19.5	1.2	84.5*	-11.0	0.2	0.13	7.9
CCc1cc(C(=O)NNC(=S)NCc2ccccc2)cs1	6.7	0.9	11.9	0.9	3.5	8.0	1	2.85	-2.8
FC(F)Oc1ccc(NC(=S)NCc2ccccc2)cc1Cl	2.6	0.5	50.0*	0.8	-124.3	3.0	2.2*	-1.69	20.6
Cc1ccc2cc(CN(Cc3ccc4c(c3)OCO4)Cc3nnnn3Cc3ccco3)c(=O)[nH]c2c1C	0.8	0.1	85.7*	1.5	79.7*	-21.0	0.2	0.39	-3.0
CCc1nnc(NC(=O)CSc2ncc(-c3ccccc3)n2CC)s1	-6.5	0.2	75.7*	1.5	71.8*	-3.0	0.3	-0.14	-2.3
CCNc1nc(NC(C)C)nc(Oc2ccc(/C=N/O)cc2)n1	-2.2	0.9	5.3	0.8	68.7*	-6.0	0.3	-0.63	0.2
O=C(Nc1ccc(Br)cc1)c1cccn1-c1ncc(C(F)(F)F)cc1Cl	-2.6	0.8	24.9	0.7	31.5	-5.0	0.7	-1.83	2.5
Cn1c(=NC(=O)CCl)sc2ccccc21	1.6	1	-4.5	1.2	-19.7	6.0	1.2	-0.07	3.4

An excerpt of these results, with two lines to a compound:
Second line of a record – EphB4 antag | CYP2C19 activ | CYP2C19 inh | PLAP act | CYP2C9 inh | E coli WT exp | CYP2C9 activ | PTK2B oligo ant | PostGolgi yeast
C=CCn1c(Cc2cccs2)nnc1SCC(=O)c1ccc(F)cc1
→ 3.1 | 0.1 | 93.0* | 1.3 | 56.1* | 2.0 | 0.4 | 1.01 | 4.9
COc1ccc(Cl)cc1NC(=O)CSc1nc(N2CCCCC2)nc(N2CCCCC2)n1
→ -0.7 | 0.8 | 19.5 | 1.2 | 84.5* | -11.0 | 0.2 | 0.13 | 7.9
CCc1cc(C(=O)NNC(=S)NCc2ccccc2)cs1
→ 6.7 | 0.9 | 11.9 | 0.9 | 3.5 | 8.0 | 1 | 2.85 | -2.8
FC(F)Oc1ccc(NC(=S)NCc2ccccc2)cc1Cl
→ 2.6 | 0.5 | 50.0* | 0.8 | -124.3 | 3.0 | 2.2* | -1.69 | 20.6

(continued)
SMILES	EphB4 antag	CYP2C19 activ	CYP2C19 inh	PLAP act	CYP2C9 inh	E coli WT exp	CYP2C9 activ	PTK2B oligo ant	PostGolgi yeast
O=C(c1ccco1)N1CCN(C2CCCC2)CC1	x	0.7	28.0	1	-6.2	-2.0	1.1	0.61	9.8
COc1ccccc1OC(=O)CN1C(=O)c2ccccc2C1=O	-4.2	1	-1.8	1.1	-18.4	-3.0	1.2	0.13	-4.6
COc1ccc(C2Nc3ccccc3C(=O)N2c2ccc(C)cc2)cc1Cn1nc(C)c([N+](=O)[O-])c1C (stereo not drawn)	4.3	0.5	53.3*	1.3	91.7*	-12.0	0.1	-0.62	-5.0
CSc1nc(C)c(C(=O)Nc2ccccc2)c(C)c1C#N	-3.3	0.3	73.0*	0.9	33.2	3.0	0.7	-0.85	-0.2
Cc1c(C(=O)/C=C/c2cccs2)oc2ccc(F)cc12	1.5	0.7	29.9	0.9	19.2	-14.0	0.8	0.12	-4.2
c1ccc2c(c1)CCCN2c1nc2ccccc2n2cnnc12	-1.8	0.9	10.5	0.9	14.6	5.0	0.9	x	4.5
CCOC(=O)C(=O)Nc1ccc2c(c1)OCO2	-4.8	1	1.1	1.1	3.0	-6.0	1	1.37	10.7
c1ccc(N2CCN(Cc3nnnn3C3CCCCC3)CC2)cc1	0.8	0.4	63.7*	1.5	87.2*	-8.0	0.1	-0.14	-1.2
CCC(C)(C(=O)NC1CCCCC1)N(CC1CCCO1)C(=O)c1ccccn1 (stereo not drawn)	-1.3	0.9	11.1	1.4	18.5	5.0	0.8	1.55	10.2
COCCCn1[nH]c2c3c(ccc2c1=O)C(=O)c1ccccc1C3=O	-7.2	0.9	5.0	0.9	63.6*	-15.0	0.4	0.02	19.1
CCN1C(=O)c2cccc3c(NC(=O)C(C)(C)C)ccc1c23	-0.2	0.9	5.5	0.8	21.7	-1.0	0.8	0.66	-8.9
O=C(OCCN1C(=O)CCC1=O)c1ccc(S(=O)(=O)N2CCCCC2)cc1	-0.8	1	-3.2	1	7.5	-1.0	0.9	0.16	0.8

Records listed above shown as hits in CYP2C9 activ.
structure | EphB4 antag | CYP2C19 activ | CYP2C19 inh | PLAP act | CYP2C9 inh | CYP2C9 activ | PTK2B oligo ant
FC(F)Oc1ccc(NC(=S)NCc2ccccc2)cc1Cl | 2.6 | 0.5 | 50.0* | 0.8 | -124.3 | 2.2* | -1.69

(further entries)
SMILES	EphB4 antag	CYP2C19 activ	CYP2C19 inh	PLAP act	CYP2C9 inh	E coli WT exp	CYP2C9 activ	PTK2B oligo ant	PostGolgi yeast
CCCCOc1ccc(-c2nnc(-c3ccncc3)o2)cc1	x	0	96.2*	1.2	54.4*	-4.0	0.5	-0.05	-12.8
COc1ccccc1N1CCN(Cc2cccc(OC)c2OC)CC1	x	0.6	43.3	1	-4.7	-1.0	1	0	-3.1
Cc1ccc(-n2c(SCC(=O)NCc3ccco3)nc3sc(C)c(C)c3c2=O)cc1	3.1	x	x	x	x	-4.0	x	-0.12	2.9
Cc1cc(C)c(S(=O)(=O)N(CC(=O)O)C2CCCCC2)c(C)c1	x	0.9	5.7	1.2	24.7	-1.0	0.8	0.31	22.5
Cc1cc(Cl)cc(Cl)c1OCCOc1cccc2cccnc12	-7.9	0.6	39.7	0.8	-85.2	-5.0	1.9	0.6	-9.5
COc1ccc(N(C(=O)c2ccc(S(=O)(=O)N3CCOCC3)cc2)C2C=CS(=O)(=O)C2)cc1 (stereo not drawn)	0.2	1	4.6	1.3	-4.1	0.0	1	0.14	-1.0
COc1ccc(C2CC(=O)c3cnc(NC(=O)c4cc(OC)cc(OC)c4)nc3C2)cc1 (stereo not drawn)	8.3	0.2	82.9*	1.6	69.4*	-11.0	0.3	-1.04	0.9
O=C1N=C(N2CCOCC2)S/C1=C/c1cccs1	0.0	0.9	9.2	1	-7.2	5.0	1.1	0.31	9.3
CC(=O)c1ccc(OCC(O)CN2CCN(Cc3ccc4c(c3)OCO4)CC2)cc1 (stereo not drawn)	-4.8	0.5	46.2	1	16.6	4.0	0.8	x	-8.7
Cc1nc2ccc3[nH]snc3c2n1	-7.8	1	1.4	1.1	16.3	-2.0	0.8	-0.11	9.7
Cc1cccc(N2CCN(Cc3c(C)n(C)n(-c4ccccc4)c3=O)CC2)c1C	0.9	0.8	15.2	1.7	-16.5	7.0	1.2	1.48	2.6
O=[N+]([O-])c1cc(S(=O)(=O)C(F)(F)F)ccc1Sc1nc2ccccc2s1	-3.6	0.4	63.0*	0.6	50.8*	20.0	0.5	-0.98	40.8*
Cc1cccc(NC(=O)NC(C)C(c2cccs2)N2CCOCC2)c1 (stereo not drawn)	-3.6	0.2	82.6*	1.6	44.5	-2.0	0.6	x	1.0
Cc1cccc(-c2nc(CS(=O)CC(=O)N3CCN(C)CC3)c(C)o2)c1 (stereo not drawn)	-2.5	0.9	7.7	1.6	4.1	4.0	1	x	2.7
CCCCOC(=O)C1=C(C)Nc2ncnn2C1c1cccc(OC)c1OC (stereo not drawn)	-2.8	0.2	81.7*	1.4	57.9*	8.0	0.4	-0.8	-8.3
CCC1SC2=NCCN2C1(O)c1ccc(Cl)cc1 (stereo not drawn)	3.7	0.1	94.6*	1	30.8	4.0	0.7	-0.32	-2.6
Cc1ccc2nsnc2c1S(=O)(=O)N(Cc1ccco1)Cc1cc2cccc(C)c2[nH]c1=O	-2.0	0.9	7.8	1.1	35.6	-7.0	0.6	-0.53	-8.8
CCC(=O)c1ccc(OCC(O)CN2CCN(S(=O)(=O)N3CCCCC3)CC2)cc1 (stereo not drawn)	-5.0	0.5	51.9*	1.5	71.5*	-1.0	0.3	0.27	1.2
O=C(Cc1cccs1)NCc1ccccc1	x	0.6	41.1	0.8	3.4	17.0	1	0.1	7.1
COc1cc(-c2nnc(-c3ccc(S(=O)(=O)c4ccccc4)cc3)o2)cc(OC)c1OC	-3.1	0.4	61.4*	1.6	60.9*	2.0	0.4	-0.57	-8.0
Cn1c(Cc2cccs2)nnc1SCC(=O)N1CCCc2ccccc21	-4.2	0.7	34.2	0.9	-1.7	-1.0	1	0.02	13.9
c1ccc2c(N3CCOCC3)nc(-c3ccncc3)nc2c1	6.1	x	x	x	x	13.0	x	-0.3	6.9
CC1C2CC(C(CN(C)C)/C2=N/O)C1(C)C (stereo not drawn)	-2.0	1	4.5	1.2	7.3	-7.0	0.9	0.06	8.6
Cn1c(CSc2nc3ccc(Br)cc3[nH]2)nc2ccccc21	-17.6	0.2	81.6*	1.2	23.1	-4.0	0.8	-1.54	-3.8
O=S(=O)(c1ccc(N2CCCC2)cc1)C(F)(F)F	-0.1	1	2.7	0.8	-12.2	10.0	1.1	-0.34	13.9
COCn1c(-c2cccc(Br)c2)nc2ccccc21	6.6	0.1	85.6*	1	68.7*	14.0	0.3	-0.77	2.3

Source: PubChem

Compounds were not picked by outcome, and some 31% of all compounds hit somewhere here.
